Screening data from PubChem BioAssay.
AmpC no deterg – inhibitors of E. coli AmpC beta-lactamase without detergent; AmpC nitrocefin hydrolysis, absorbance 480 nm, 0.0001% Triton; AID 485341; P00811; 0.52% of 330,000 active; Potency, µM (titrated, usually from 57.1 µM), inactives show at the highest dose activity change, negative = inhibition, actives largely listed as inhibitors;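 also: potency is read from the fitted curve at half-maximal effect; plate controls were no compound for no effect and no enzyme for full effect; nearly all actives have a fitted effect of over 20% in size; some results filed as inactive show a strong effect at the top dose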
Target sequence (P00811 whole entry, looked up): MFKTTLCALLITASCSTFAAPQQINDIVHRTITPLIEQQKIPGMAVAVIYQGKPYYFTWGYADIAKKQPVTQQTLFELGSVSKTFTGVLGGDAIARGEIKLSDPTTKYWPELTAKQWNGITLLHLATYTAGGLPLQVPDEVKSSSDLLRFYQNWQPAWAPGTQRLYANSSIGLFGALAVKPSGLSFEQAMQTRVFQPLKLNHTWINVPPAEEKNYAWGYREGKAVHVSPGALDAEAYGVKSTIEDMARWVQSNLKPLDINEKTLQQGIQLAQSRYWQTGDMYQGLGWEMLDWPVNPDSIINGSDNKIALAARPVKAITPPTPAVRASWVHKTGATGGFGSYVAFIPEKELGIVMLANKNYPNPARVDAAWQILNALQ
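AmpC (5.3 nM in the dispensed reagent) in 20 mM phosphate pH 7.0 with 0.01% (detergent screen) or 0.0001% Triton X-100 was preincubated with compounds for 15 min at room temperature. Nitrocefin was then added from an 800 uM solution, and hydrolysis was followed at 480 nm.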
AmpC inh detg – blocks E. coli AmpC beta-lactamase in detergent assay; 0.041% of 370,000 active; AID 485294; AmpC hydrolysis of nitrocefin, absorbance 480 nm, 0.01% Triton; Potency, µM (series often up to 114 µM), inactives show top-dose activity change, negative = inhibition, usual class: inhibitors;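 also: potency is read from the fitted curve at half-maximal effect; 0% = no-compound wells and -100% = no-enzyme wells; nearly all actives have a fitted effect of over 25% in size; some results filed as inactive show a strong effect at the top dose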
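AmpC (5.3 nM in the dispensed reagent) in 20 mM phosphate pH 7.0 with 0.01% (detergent screen) or 0.0001% Triton X-100 was preincubated with compounds for 15 min at room temperature. Nitrocefin was then added from an 800 uM solution, and hydrolysis was followed at 480 nm.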
HCMV antiviral – inhibitors of human cytomegalovirus. activity change, negative = inhibition, % at 57.5 µM. HFF cells, HCMV-luciferase reporter, 72 h; active compounds read low. 4.5% of 410,000 active. AID 1259415; in the data active = activity change below about -60%; inconclusive = no clear call, values can overlap the other calls; inactive = above about -39%; also: % is scaled to controls: 0 for no effect and ±100 for the full control effect
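HFF cells seeded 16 h at 37C, treated with compounds, infected with luciferase-reporter HCMV at MOI 1 PFU/cell; luciferase read at 72 h post infection, normalized to buffer-only and Salinomycin controls.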
Cycloheximide cs – affects cycloheximide protein synthesis inhibition readout, counter-screen | max response, % | AID 2314 | cell reporter, cycloheximide protein synthesis inhibition counterscreen | 12% of 300,000 active; in the data active = max response mostly above about 13%, no sharp cut-off; inactive = mostly below about 14%; also: read at 38.3 µM for the half of the compounds with a filed dose; 0% is about no effect
Shiga inhibitor – inhibitors of Shiga toxin in Vero cells; 9.2% of 290,000 active; inhibition, % at 38.7 µM; Vero cells, Shiga toxin protein synthesis inhibition reporter; in the data active = inhibition mostly above about 28%, no sharp cut-off; inactive = mostly below about 43%; also: 0% is about no effect
Giardia FBPA inh – blocks Giardia fructose-bisphosphate aldolase activity | Potency, µM (highest dose often 59.6 µM), without a hit: at the top dose activity, negative = inhibition, usual class: inhibitors | AID 2451 | purified Giardia FBPA | 0.71% of 290,000 active; also: potency is read from the fitted curve at half-maximal effect; % is scaled to controls: 0 for no effect and ±100 for the full control effect; nearly all actives have a fitted effect of over 55% in size
Target sequence (A8B2U2 whole entry, looked up): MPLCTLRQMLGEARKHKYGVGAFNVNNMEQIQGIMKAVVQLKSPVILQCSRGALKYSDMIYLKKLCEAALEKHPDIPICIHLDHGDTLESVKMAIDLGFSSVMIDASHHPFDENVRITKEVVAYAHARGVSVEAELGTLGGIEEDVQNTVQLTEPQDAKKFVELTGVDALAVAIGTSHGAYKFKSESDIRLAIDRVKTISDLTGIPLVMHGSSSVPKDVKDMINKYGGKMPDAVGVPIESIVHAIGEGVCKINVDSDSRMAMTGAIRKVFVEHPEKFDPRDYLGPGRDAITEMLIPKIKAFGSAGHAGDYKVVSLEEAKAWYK
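40 nM FBPA preincubated 10 min at RT with compound (up to 57.5 uM final), then substrate plus GAPDH/TPI/NAD/arsenate coupling and diaphorase/resazurin added. Fluorescence read after 20 min at RT, 525/598 nm.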
AMA1-RON2 inh – AMA1-RON2 (P. falciparum) interaction inhibition; 0.2% of 360,000 active; AID 720542; AlphaScreen AMA1-biotinylated RON2 peptide binding; Potency, µM (top dose mostly 58.2 µM), without a hit: at the top dose activity change, negative = inhibition, most hits filed as inhibitors;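 also: potency is read from the fitted curve at half-maximal effect; 0% = vehicle wells and -100% = peptide control; nearly all actives have a fitted effect of over 45% in size; some results filed as inactive show a strong effect at the top dose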
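AMA1 (3D7) with his tag at 25 nM final met compounds first, then biotinylated RON2 peptide at 25 nM; detection used donor plus acceptor beads, 10 µg/mL apiece, read by AlphaScreen after 30 min at room temperature.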
Numbers without * were called inactive; u = inconclusive; x = no result given; & = joins results of further samples; [ ] = another dose, or the depositor's remark. Unless noted, calls follow the shape of the dose curve; as a rule, active = well fitted curve in the direction sought with a large enough effect; inconclusive = small, poorly fitted or top-dose-only effect, or another doubt; inactive = no such curve, though single readings can be large; an effect the other way counts as inactive or inconclusive.

SMILES	AmpC no deterg	AmpC inh detg	HCMV antiviral	Cycloheximide cs	Shiga inhibitor	Giardia FBPA inh	AMA1-RON2 inh
CCOc1ccc(C(=O)N(Cc2ccc(N(C)C)cc2)C2CCS(=O)(=O)C2)cc1 (stereo unspecified)	28%	-5%	4	-1	-14	-20%	u
O=S(=O)(c1ccccc1)c1cnc(-c2cccnc2)nc1-c1ccccc1	-7%	u	14	-4	-10	0%	-5%
CC(=O)c1ccc(NC(=O)COC(=O)c2nc(Cl)ccc2Cl)cc1	-26%	1%	2	7	17	0%	15%
Cc1snc(S(=O)(=O)/C(C#N)=N/Nc2ccc(C(F)(F)F)cc2)c1C#N	-23%	-2%	74	11	-5	25%	-10%
CCOc1ccc(OCc2ccc(C(=O)N3CCOCC3)cc2)cc1	26%	-14%	-15	36*	44*	0%	10%
COc1ccc(Cc2nnc(NC(=O)CSc3ccc(Cl)cc3)s2)cc1OC	-25%	u	50	-3	-10	0%	x
Cc1cc(C)c(S(N)(=O)=O)c(C)c1-n1cnnn1	-10%	-5%	-19	-1	-6	7%	16%
CCN(CC)CCCN1C(=O)C(=O)/C(=C(/O)c2ccc3c(c2)CC(C)O3)C1c1ccncc1 (stereo unspecified)	-18%	-9%	x	-3	13	4%	x
CCCc1c(C(=O)Nc2cc(C(C)(C)C)on2)cnn1-c1ccccc1	-25%	0%	u	-2	-6	6%	-5%
COc1ccc(-c2nnc3n2N=C(c2cccc(Br)c2)CS3)cc1OC	-20%	-2%	x	13	-12	1%	x
CC(Sc1nnc(CC(C)c2ccccc2)n1N)C(N)=O (stereo unspecified)	-10%	3%	-9	6	-1	3%	12%
O=C1CC(SC(=Nc2ccccc2)Nc2ccccc2)C(=O)N1c1cccc(Cl)c1 (stereo unspecified)	-22%	u	1	-2	-17	-7%	-1%
Cn1nc(C(=O)Nc2cccc(C(=O)NC3CC3)c2)c2ccccc2c1=O	-18%	1%	135	x	x	x	6%
COc1cc2c(cc1OC)CN(c1nc(-c3cccnc3)nc3ccccc13)CC2	108%[activator]	6%	-36	-2	14	-11%	u
CCc1noc(C)c1C(=O)Nc1nc2ccc(OC)cc2s1	-24%	4%	37	x	x	x	-2%
CCCCCOc1ccc(C(=O)OCC(=O)Nc2cc(C)c(C)cc2[N+](=O)[O-])cc1	-19%	-4%	-11	-1	-9	-5%	2%
O=C(NCc1ccc(F)cc1)c1cc2ccccn2n1	3%	u	-2	24*	-40	0%	14%
CC1=C(c2ccccc2)[N+](=O)C2(CCCC2)N1[O-]	-19%	-8%	-6	-5	-10	4%	3%
C[C@@]12C(=O)OC(=O)[C@]1(C)C1CCC2O1	-15%	u	-99*	x	x	x	39%[activator]
COc1ccccc1C(=O)Nc1ccc2nc(SCC(=O)N(C)C)sc2c1	168%[activator]	-9%	13	2	6	-4%	3%
O=C([O-])[C@@H]1[O][Sb+]([O][Sb+]2[O][C@H]([C@H](O)CO)[C@H](O)[C@H](C(=O)[O-])[O]2)[O][C@H]([C@H](O)CO)[C@@H]1O	x	x	x	-6	1	1%	x
COc1cc(C(C)=O)ccc1OCC(=O)Nc1cc(C)on1	-8%	x	11	x	x	x	-11%[11.6 µM]
CCOc1ccc(NC(=O)CN2C(=O)NC(CCSC)C2=O)cc1 (stereo unspecified)	-12%[11.4 µM]	u	0	-3	-15	3%	0%
COc1cccc(C(C(=O)NCc2ccco2)N(Cc2ccco2)C(=O)Cn2nnc3ccccc32)c1 (stereo unspecified)	-2%	u	1	-2	-10	-1%	0%
CN(Cc1nc(-c2cccnc2)no1)S(=O)(=O)c1ccc2ccccc2c1	10%	-10%	10	-2	-20	1%	-4%

Random excerpt: five records from the list.
SMILES	AmpC no deterg	AmpC inh detg	HCMV antiviral	Cycloheximide cs	Shiga inhibitor	Giardia FBPA inh	AMA1-RON2 inh
CCCCCOc1ccc(C(=O)OCC(=O)Nc2cc(C)c(C)cc2[N+](=O)[O-])cc1	-19%	-4%	-11	-1	-9	-5%	2%
CC(Sc1nnc(CC(C)c2ccccc2)n1N)C(N)=O (stereo unspecified)	-10%	3%	-9	6	-1	3%	12%
CCOc1ccc(OCc2ccc(C(=O)N3CCOCC3)cc2)cc1	26%	-14%	-15	36*	44*	0%	10%
O=C1CC(SC(=Nc2ccccc2)Nc2ccccc2)C(=O)N1c1cccc(Cl)c1 (stereo unspecified)	-22%	u	1	-2	-17	-7%	-1%
COc1cc2c(cc1OC)CN(c1nc(-c3cccnc3)nc3ccccc13)CC2	108%[activator]	6%	-36	-2	14	-11%	u

(next part)
SMILES	AmpC no deterg	AmpC inh detg	HCMV antiviral	Cycloheximide cs	Shiga inhibitor	Giardia FBPA inh	AMA1-RON2 inh
Cc1cc(C(=O)O)c(C)n1C1CC1	-14%	6%	-7	2	-8	-2%	-1%
O=C(Nc1ccc(Br)cc1F)c1cccnc1	-20%	-9%	-6	15	86*	5%	-6%
O=C1C(=O)N(Cc2cccnc2)C(c2cccc([N+](=O)[O-])c2)/C1=C(/O)c1ccc2c(c1)OCO2 (stereo unspecified)	-12%	0%	-12	2	-34	x	1%
COc1ccccc1/C=C/C(=O)OCC(=O)c1cc(C)n(C)c1C	-13%	8%	-11	x	x	x	-24%
O=C(CSc1ccc(-c2ccco2)nn1)c1ccccc1	-38%	0%	5	24*	32*	-27%	36%[activator]
O=C(NCc1nc(-c2ccccc2)no1)Nc1ccc(F)cc1	-43%	-10%	u	1	-7	-2%	-4%
O=C(Nc1nc(-c2cccs2)cs1)c1ccc(Cl)s1	-36%	6%	-37	42*	39*	-7%	0%
O=C(O)c1ccccc1Nc1ccc([N+](=O)[O-])cc1C(=O)O	-15%	7%	10	0	-4	-14%	2%
O=C(Nc1ccc(Br)cc1)c1ccc2c(c1)OCO2	-26%	2%	59	38*	162*	6%	3%
CC1=C(C(=O)OCc2ccccc2)C(c2ccccc2)NC(=O)N1CCCC(=O)O (stereo unspecified)	-7%	-13%	14	-1	-5	7%	31%[activator]
O=C(Nc1nnc(Cc2ccc(Cl)cc2)s1)c1ccncc1	-21%	4%	34	0	24	19%	6%
Cc1ccc2c(=O)oc(N(C)C)nc2c1	-17%	u	108	-3	-10	-10%	64%[activator]
CCCNC(=O)Cc1c(OC)ccc2cc(Br)ccc12	14%	-7%	8	-1	10	23%	-3%
CCS(=O)(=O)c1ccc2oc(Nc3cc(Cl)ccc3OC)nc2c1	-16%	-1%	-10	2	-16	8%	19%
O=C(Nc1ccc(-c2nc3ccccc3[nH]2)cc1)c1c(F)c(F)c(F)c(F)c1F	-5%[2.29 µM]	1%	-25	3	-4	1%	20%
CC(=O)C1=C(C)NC(SCC(=O)c2ccc(F)cc2)=C(C#N)C1CC(C)C (stereo unspecified)	-13%	u	-8	63*	88*	-18%	-5%[2.32 µM]
COc1ccc(OC)c(C(=O)/C=C/c2cccnc2)c1	-38%	-2%	-100*	-6	-5	-24%	-6%
CC(C)=C1SC(N2CCN(c3ccc(C)c(Cl)c3)CC2)=NC1=O	8%	-3%	u	-2	7	0%	5%
COC(=O)c1cc2n(n1)CCN(Cc1ccccc1F)C2=O	-9%	-7%	-10	3	-6	7%	18%
COc1cccc(NC(=O)CCN2CCN(C)CC2)c1	-21%	1%	27	13	51	-6%	8%
Cc1ccc(NC(=O)CCC(=O)c2cc(C)sc2C)nc1	-29%	0%	-31	x	x	x	-1%
CCNc1sc(C(=O)c2cccs2)c(N)c1-c1nc2ccccc2s1	-36%	-17%	-80*	2	17	-16%	28%
COc1cccc(C(=O)N2CCN(C3CCN(Cc4ccccc4)CC3)CC2)c1	-14%	3%	x	-1	-7	u	x
O=C(COC(=O)CCSc1ccccc1)NCc1ccccc1	-3%	-4%	-32	10	11	1%	-2%
COc1ccc(Br)cc1/C=N/NC(=O)c1ccc(OC)c(OC)c1	2%	2%	0	-2	-4	-8%	-2%
SMILES	AmpC no deterg	AmpC inh detg	HCMV antiviral	Cycloheximide cs	Shiga inhibitor	Giardia FBPA inh	AMA1-RON2 inh
O=c1c2ccccc2[nH]c(=S)n1Cc1cccnc1	-30%	u	41	-6	-9	-5%	9%
Cn1cc2ccc(N)cc2n1	-12%	-7%	-15	6	-20	u	21%
CCCCC(=O)NNC(=O)N1c2ccccc2Sc2ccccc21	-32%	-2%	1	-5	-5	2%	72%[activator]
COc1cccc(NC(=O)CCN2C(=O)c3ccccc3Sc3ncccc32)c1	-15%	u	13&-7	-1	-5	-1%	-20%
CCOC(=O)C1CCN(C(=O)c2ccccc2NC(=O)c2ccc(Br)cc2)CC1	1%	0%	2	-4	-5	3%	9%
O=C(NC(O)C(=O)c1ccccc1)c1cccs1 (stereo unspecified)	-7%	-14%	14	-5	-5	5%	-9%
Cc1ccc(Sc2c(C)[nH]n(C(C)(C)C)c2=O)cc1	-33%	u	-12	-7	-11	0%	2%
O=C(O)C1=CC[C@@H](c2ccc(Cl)cc2)N(S(=O)(=O)c2ccc(Cl)cc2)[C@H]1c1ccc(F)cc1	-15%	u	-22	x	x	x	1%
Cc1ccc(NC2c3ncccc3C(=O)N2Cc2ccco2)c(C)c1 (stereo unspecified)	9%	-10%	17	1	-8	-1%	u
CCCCCCN(C(=O)CCCCCN1C(=O)NC(c2ccc(-c3ccccc3)cc2)C(C(=O)OCc2ccccc2)=C1C)C(C(=O)NCCCC)c1ccc(O)cc1 (stereo unspecified)	-40%	-21%	x	-2	-9	0%&0%	x
CCOC(=O)c1cc2c(=O)n3ccccc3nc2n(C(C)C)c1=NC(=O)c1c(-c2ccccc2Cl)noc1C	-20%	8%	-22	-1	-7	-1%	-10%
O=C(c1cc2nc(-c3ccc(Cl)cc3)cc(C(F)(F)F)n2n1)N1CCOCC1	-7%	-3%	-32	9	-11	0%	3%
Cc1cc(C(=O)CSc2nnc(-c3ccco3)o2)c(C)n1CC1COc2ccccc2O1 (stereo unspecified)	-3%	-17%	-12	2	23	-17%	-5%
Cc1n[nH]c(=O)c2c(NC(=O)CSc3c(Cl)cccc3Cl)oc(C)c12	-14%	-16%	4	x	x	x	22%
CCCC(C(=O)n1nc(C)cc1C)C(NS(=O)(=O)c1ccc(C)cc1)c1ccccc1 (stereo unspecified)	-38%	-3%	10	8	-4	-7%	-7%
O=C(CSc1nc2ncc(Cl)cc2[nH]1)c1c[nH]c2ccccc12	-50%	3%	-13	8	6	-2%	0%
CN(C)c1ccc(S(=O)(=O)N2CCC(Cc3ccccc3)CC2)cn1	-19%	x	-18	x	x	x	-1%
O=C(Nc1ccc2c(c1)OCCO2)c1cccc(Cl)c1Cl	-33%	0%	137	43*	93*	-1%	-2%
O=C(NCc1ccc2c(c1)OCO2)c1ccc2c(c1)OCCO2	-37%	-10%	130	25	18*	-4%	-4%
CC[n+]1c(C)cc(C)n1-c1ccccc1	-18%	2%	-4	-6	-9	2%	0%
COC(=O)c1ccccc1NC(=O)c1cnc2sccn2c1=O	4%	-13%	-20	11	0	-1%	4%
Cc1ccc(C)c(OCc2n[nH]c(=S)o2)c1	-34%	3%	0	-4	-4	-1%	20%
O=S(=O)(c1ccc2ccccc2c1)N1CCN(S(=O)(=O)N2CCOCC2)CC1	x	-14%	-19	-1	-7	-1%	4%
